Source: PubChem
H9c2 TAG inh: inhibitors of triacylglycerol accumulation, primary screen, cell-based, uHTS, fluorescence, H9c2. H9c2 cells, Nile Red lipid (TAG) fluorescence; cells loaded with 200 µM oleic acid. 230,000 tested, 0.66% active. inhibition, % at 12.5 µM;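 active = pattern-corrected inhibition of lipid staining of at least 50% with the nuclear-stain viability signal not falling by more than 50%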;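 note: 0% = DMSO wells and 100% = triacsin C control wells; some results filed as inactive read as strong as hits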
H9c2 TAG inh DAPI viability: second read-out of H9c2 TAG inh, no call of its own (marks repeat the call); DAPI nuclei signal change (viability), lower = more cytotoxic, %;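 whole-well DAPI fluorescence read on a plate reader as a viability signal; minus 50 percent equals half of cells still viable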
Numbers without * were called inactive; i = inactive.

nr	SMILES	H9c2 TAG inh	H9c2 TAG inh DAPI viability
1	NC(COCc1ccccc1)c1csc(Nc2cc(Oc3ccccc3)ncn2)n1 (configuration not stated)	21	-24
2	Nc1cccc2c1C(=O)N(C(=O)c1ccc(Cl)c(S(=O)(=O)N3CCCCCC3)c1)C2=O	-8	12
3	CCOc1ncccc1C(=O)OCC(=O)N1CCC(C)CC1	-3	2
4	CN(C)c1cccc2cccc(N(C)C)c12	-8	-13
5	CCn1cc(C(=O)O)c(=O)c2cc(F)c(N3CCNCC3)cc21	9	3
6	CCOC(=O)C(c1ccccc1)C(Nc1ccc(Cl)c(Cl)c1)c1ccccn1 (configuration not stated)	-13	-5
7	COCC(C)n1c(C)cc(C(=O)COC(=O)c2cc(=O)[nH]c3ccccc23)c1C (configuration not stated)	-6	7
8	O=C(NN=Cc1c(O)ccc2ccccc12)C1CC1	28	-18
9	CC(=O)c1cc2c(cc1NC(=O)CSc1ccc(S(=O)(=O)N(C)C)cn1)OCO2	-20	-2
10	CN(C)S(=O)(=O)c1cc(C(=O)NCC2CCCO2)c(Cl)cc1Cl (configuration not stated)	11	-13
11	O=c1cc2ncc(-n3cc([N+](=O)[O-])cn3)cn2[nH]1	2	-11
12	CN(C)C(=O)CN1CCN(Cc2nc(CC3CC3)no2)CC1	-7	9
13	O=C(N/C=N/OCc1cccc(C(F)(F)F)c1)N1OC[C@@H]2COc3ccc4ccccc4c3[C@@H]21	-3	-3
14	O=C(NCCC1CCCCN1S(=O)(=O)c1ccc(Cl)cc1)C(=O)NCc1ccncc1 (configuration not stated)	0	12
15	COc1ccc(CNC(=O)CCNC(=O)N2CC(=O)Nc3ccccc32)cc1	-19	9
16	COc1ccc(OC)c(CN(CCCN2CCOCC2)S(=O)(=O)c2ccc(NC(C)=O)cc2)c1	-6	7
17	Cc1cccc2c1cnn2C(=O)CCC(=O)N1CC(C)CC(C)C1 (configuration not stated)	1	-6
18	O=C(CCS(=O)(=O)c1ccc(Br)cc1)N1CCN(Cc2ccccc2)CC1	6	9
19	CCCCc1ccc(N/C(N)=N/c2nc(C)cc(C)n2)cc1	-2	1
20	O=C(Nc1ccccc1)C1=C[C@@H](C2CC2)C[C@@H](OCCCCO)O1	23	-12
21	Cc1cc(Nc2ccccc2)c2c([N+](=O)[O-])cc(C)c(C)c2n1	9	-5
22	CCCC(=O)N1CCC1(C)C(=O)Nc1ccc(C)c(C)c1 (configuration not stated)	2	15
23	CC(=N)c1c(O)c2ccccc2oc1=O	9	4
24	CC(C)Nc1nc(NC(C)C)nc(SCC(N)=O)n1	3	12
25	O=C1c2ccccc2C(=O)N1CCCc1nc(-c2ccccn2)no1	-2	2
26	OC1(c2cccnc2)CCN(Cc2nnnn2C2CCCCC2)CC1	-15	1
27	Cc1ccc(-n2nc(C)c3c(C)onc3c2=O)cc1	-3	-10
28	CC1CCCN(C(=O)c2cccc(S(=O)(=O)N3CCCc4ccccc43)c2)C1 (configuration not stated)	-3	6
29	CCn1c(SCC(=O)Nc2nccs2)nnc1-c1ccc(C)cc1	24	5
30	C/C(=N\NC(=O)c1ccccc1O)C1C(=O)c2ccccc2C1=O	10	-4
31	Cc1[nH]c2nc3ccccc3n2c(=O)c1CCC(C)C	-2	1
32	N#Cc1ccccc1S(=O)(=O)N1CCN(Cc2cc3c(cc2Br)OCCO3)CC1	-20	2
33	CC(Oc1ccc(C#N)cc1)C(=O)NC1CCCC1 (configuration not stated)	-12	-5
34	COc1ccc(CCN(C)C(=O)CSc2nnc(-c3ccco3)o2)cc1OC	-4	-3
35	CCC(C)CN1CCC(CO)(Cc2ccccc2Cl)CC1 (configuration not stated)	1	4
36	O=C(COC(=O)c1ccccc1[N+](=O)[O-])c1ccc(C2CCCCC2)cc1	-17	-6
37	CCN(CC(=O)Nc1ccccc1C(F)(F)F)C(=O)c1cc(S(=O)(=O)N(C)C)ccc1N1CCCC1	8	-5
38	CC(=O)Nc1ccc(S(=O)(=O)NCCc2cc3ccc(C)c(C)c3[nH]c2=O)cc1	-18	13
39	Cc1no[n+]([O-])c1COc1cccc(/C=N/Nc2nncn2N)c1	14	-2
40	Cc1ccc(CNc2ncnc3[nH]ncc23)cc1	-42	5
41	O=C(CN1C(=O)NC2(CCCCCC2)C1=O)Nc1ccc2c(c1)CCC2	-11	2
42	CCN(CC)C(=O)C1CCCN(c2ccc([N+](=O)[O-])cc2[N+](=O)[O-])C1 (configuration not stated)	15	-7
43	COc1ccc(CNC(=O)C2=C(C)C(=O)OC23CCC(C)CC3)cc1 (configuration not stated)	12	-3
44	CN(C(=O)c1ccc2nccnc2c1)C1CCCCC1	12	-14
45	Cc1cc(C)c2c(n1)nn1c(NCCCN(C)C)cc(C)nc21	30	i
46	COc1ccc(/C(C)=N/Nc2nc3ccccc3nc2C)cc1	1	0
47	CCCCN1C2CCCC1CC(NC(=O)c1cccc(OC)c1)C2 (configuration not stated)	1	-9
48	O=C1CCC(C(=O)Nc2cccc(Oc3ccccc3)c2)=NN1	-6	6
49	COc1ccc(C2=NN(C(=O)CSc3ncccn3)C(c3ccc(C)cc3)C2)cc1 (configuration not stated)	-12	8
50	CC(C)C[C@@H](CNCC(=O)[C@H](Cc1c[nH]c2ccccc12)NC(=O)c1[nH]cnc1C(=O)N[C@@H](C)CN)NC(=O)c1nc[nH]c1C(=O)N[C@@H](C)C(=O)O	6	-8
51	N=c1ccn(Cc2c(Cl)cccc2Cl)cc1	-15	3
52	CCOc1nc(Oc2cccc(C(=O)O)c2)nc(Oc2cccc(C(=O)O)c2)n1	11	-5
53	CCC(CC)C(=O)N(C)c1c(C)nc2c(OCc3ccc(C(F)(F)F)cc3)cccn12	-8	-10
54	CC(CN1c2ccccc2Sc2ccccc21)N(C)C (configuration not stated)	20	0
55	O=c1c2ccccc2nc(-c2ccc(Cl)c(Cl)c2)n1O	5	9
56	O=C(Nc1ccc([N+](=O)[O-])c(NC(=O)C2CCCO2)c1)C1CCCO1 (configuration not stated)	4	5
57	O=C(Nc1ccc(F)cc1)N1CCCN(c2ccc(C(F)(F)F)cn2)CC1	-3	1
58	CCCn1nc(C(=O)Nc2cc(OCC)c(N3CCOCC3)cc2OCC)c2ccccc2c1=O	38	-15
59	CCn1c(Cc2c(C)[nH]c3ccccc23)n[nH]c1=S	0	1
60	CCC(C)c1ccc(OCC(=O)NNC(=O)C2CCCCC2)cc1 (configuration not stated)	9	-2

Next part
nr	SMILES	H9c2 TAG inh	H9c2 TAG inh DAPI viability
61	CC(=NC1CCCCC1)c1ccc(O)cc1O	-5	-4
62	CC1=NNC(=O)C1Oc1ccccc1 (configuration not stated)	0	6
63	COc1ccc(CC(=O)OC(C)C(=O)Nc2c(C)n(C)n(-c3ccccc3)c2=O)cc1OC (configuration not stated)	-5	-3
64	O=C(O)CCCN=C1NC2(CCCC2)Cc2ccccc21	0	-2
65	COc1ccc(OC)c(C(=O)c2ccc(Cl)cc2)c1	1	-5
66	CC(=O)c1cc(-c2ccc(F)cc2)n(CCC(=O)Nc2cc(C)[nH]n2)c1C	-9	2
67	Cc1nc(Cc2nnc(SCC(=O)N3CCN(c4ccc(F)cc4)CC3)o2)cs1	-11	1
68	CCOc1cc(Br)c(C=O)cc1OCC	25	-8
69	O=C(CN1CCCCC1)Nc1ccc(S(=O)(=O)c2ccc(NC(=O)CN3CCCCC3)cc2)cc1	3	7
70	CCC(=O)N(Cc1cc2cc(OC)ccc2[nH]c1=O)c1cc(C)ccc1C	-2	20
71	CN(CC(=O)NCCc1ccccc1)CC(=O)Nc1cccc(F)c1	5	2
72	Cc1ccc(C2(C)NC(=O)N(CC(=O)N3CCN(S(=O)(=O)c4cccc([N+](=O)[O-])c4)CC3)C2=O)cc1 (configuration not stated)	1	-5

Pulled by structure from the entries so far (6):
nr	SMILES	H9c2 TAG inh	H9c2 TAG inh DAPI viability
63	COc1ccc(CC(=O)OC(C)C(=O)Nc2c(C)n(C)n(-c3ccccc3)c2=O)cc1OC (configuration not stated)	-5	-3
72	Cc1ccc(C2(C)NC(=O)N(CC(=O)N3CCN(S(=O)(=O)c4cccc([N+](=O)[O-])c4)CC3)C2=O)cc1 (configuration not stated)	1	-5
69	O=C(CN1CCCCC1)Nc1ccc(S(=O)(=O)c2ccc(NC(=O)CN3CCCCC3)cc2)cc1	3	7
64	O=C(O)CCCN=C1NC2(CCCC2)Cc2ccccc21	0	-2
61	CC(=NC1CCCCC1)c1ccc(O)cc1O	-5	-4
62	CC1=NNC(=O)C1Oc1ccccc1 (configuration not stated)	0	6

Additional records:
nr	SMILES	H9c2 TAG inh	H9c2 TAG inh DAPI viability
73	Cc1cc(=O)oc2cc3c(cc12)OCCN3	-7	89
74	COc1ccc(S(=O)(=O)N2CCN(C)CC2)cn1	4	3
75	COn1c(=O)c(-c2ccc(Cl)cc2)[n+]([O-])c2ccccc21	26	-15
76	COc1cccc(-c2nc(N3CCC(C)CC3)c3ccccc3n2)c1O	40	-13
77	CCC(=O)c1ccc(OCC(=O)c2ccc3c(c2)NC(=O)CO3)cc1	8	1
78	Cc1ccc(CC(=O)OCC(=O)c2ccc[nH]2)cc1C	12	-15
79	CCOC(=O)c1c(/N=C/c2ccc(C)cc2O)sc2c1CCC2	-12	-5
80	Cc1cc(OC(=O)c2ccccc2)c([N+](=O)[O-])c(=O)[nH]1	2	-7
81	CCOC(=O)c1sc(NC(=O)c2cccc(S(=O)(=O)N3CCc4ccccc43)c2)c(C#N)c1C	3	3
82	C=CCNc1nc2c(c(=O)[nH]c(=O)n2C)n1CCOc1ccccc1	-2	19
83	COC(=O)/C(=C\Nc1ccc(Cl)cc1Cl)NC(=O)c1ccc(Cl)cc1Cl	-16	3
84	NC(c1csc(Nc2ccccn2)n1)c1ccccc1Cl (configuration not stated)	-7	-1
85	CCOC(=O)C1CCCN(C(=S)Nc2ccc(F)cc2)C1 (configuration not stated)	-6	-3
86	Cc1cc(C)c(C#N)c(SCC(=O)N(CC(C)C)C2CCS(=O)(=O)C2)n1 (configuration not stated)	4	-8
87	Cc1ccc(OCC(=O)N(Cc2ccc(N(C)C)cc2)C2CCS(=O)(=O)C2)cc1 (configuration not stated)	17	-9
88	COCCn1c(N)c(N(Cc2ccccc2)C(=O)Cc2ccccc2F)c(=O)[nH]c1=O	15	0
89	COc1cccc(/C=N/NC(=O)COc2cccc3cccnc23)c1O	-5	-15
90	CC(=O)Nc1ccc(S(=O)(=O)N[C@@H](C)C(=O)OCC(=O)Nc2ccc3c(c2)OCCO3)cc1	10	-3
91	COc1ccc([C@H]2C[C@@H](n3cc(-c4ccc(F)cc4)nn3)[C@H](O)CN2CC2CCCCC2)cc1	-3	-8
92	Cc1ccc(C)c(-n2c(SCC(=O)Nc3nonc3C)nnc2-c2ccoc2C)c1	8	1
93	N=C(N)c1ccc(N=Nc2c(O)ccc3c2[nH]c2ccccc23)cc1	26	-17
94	COc1cc(F)ccc1-c1cc(C(=O)NCc2ccc(F)cc2)[nH]n1	-10	-5
95	CCN1CCN(S(=O)(=O)c2ccc(Cl)c(C(=O)N(C)Cc3ccc(C(C)(C)C)cc3)c2)CC1	-9	17
96	Cc1c(C(=O)NCc2cccnc2)oc2ccc(S(=O)(=O)N3CCCCCC3)cc12	-14	-1
97	CN1CCN(CC(=O)N(C)c2nc(-c3ccccc3)cs2)CC1	14	-2
98	CC(C)CC(=O)OCC(=O)Nc1ccccc1Sc1ccccc1	-8	0
99	Cc1ccc(N2CC(C(=O)Nc3ccccc3OC(F)F)CC2=O)cc1 (configuration not stated)	-7	0
100	Cc1ccc(C)c(NC(=O)COc2coc(CN3CCc4ccccc4C3)cc2=O)c1	18	-3
101	CC(=O)N/C(=C/c1ccc([N+](=O)[O-])cc1)C(=O)O	-6	5
102	O=C(CN1C(=O)NC2(CCCCCCC2)C1=O)NC1CCCc2ccccc21 (configuration not stated)	12	-7
103	COc1ccc2nc(SCC(=O)Nc3ccc(S(=O)(=O)Nc4nccc(C)n4)cc3)[nH]c2c1	10	6
104	CC(C)(C)NC(=O)CSc1nnc(CN2CCCCCC2=O)n1-c1ccccn1	8	-17
105	O=C(CN1C(=O)NC2(CCCC2)C1=O)NNC(=O)c1ccc(F)cc1	5	5
106	CN(C)C(CNC(=O)c1ccc(S(=O)(=O)Nc2ccccc2F)cc1)c1ccco1 (configuration not stated)	20	3
107	COc1ccc2cc(CN(C)C(=O)CN3C(=O)NC4(CCCC4)C3=O)ccc2c1	6	5
108	COc1ccc(CCNC(=O)COC(=O)c2cc(OC)c(OC)cc2OC)cc1	1	-5
109	COc1cccc(CC2(CO)CCCN(Cc3[nH]c4ccc(C)cc4c3C)C2)c1 (configuration not stated)	17	13
110	CCOc1cc(/C=C2\C(=N)N3N=CSC3=NC2=O)ccc1OS(=O)(=O)c1ccccc1	-9	-11
111	C[C@H](O)[C@@H]1CN2CCc3c([nH]c4ccccc34)[C@@H]2C[C@@H]1N(C)C(=O)Nc1ccccc1	3	-4
112	CC(C)CCn1c(=S)[nH]c2ncccc2c1=O	-5	0
113	Cc1ccc(-c2[nH]c3cc(C(N)=O)ccc3c(=O)c2O)cc1	-2	-1
114	COc1ccc(CCNC(=O)c2cccnc2SC)cc1	0	1
115	CCc1ccc(C(=O)N2CCN(c3ccc(NC(=O)c4cccnc4)cc3)CC2)cc1	-1	-2

Not all compounds are listed; count on the stated rates, not on these rows.
